NFkB transloc pot: enhances IL-1B driven NFkB nuclear translocation; HUVEC IL-1B NFkB p65 nuclear translocation imaging; 94,000 tested, 0.3% active; activation, % at 2 µM;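 active = activation above 40%, about the mean plus 3 SD, also judged a hit on visual image review; inconclusive = activation above 40% but not a hit on visual review; inactive = activation not above 40% and no visual hit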;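 also: percent activation is computed from the nuclear over cytoplasmic p65 intensity ratio; values of inactives mirror those of a sister screen read the other way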
IL1B NFkB inh: blocks IL-1B driven NFkB nuclear translocation in HUVEC cells; inhibition, % at 2 µM; HUVEC IL-1B NFkB p65 nuclear translocation imaging; 94,000 tested, 0.43% active;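 active = inhibition above about 30% together with a positive call from visual inspection of the well image, limit read from the data; inconclusive = inhibition above a set limit but visual check negative; inactive = inhibition not above a set limit, visual check negative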;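 also: nuclear over cytoplasmic p65 intensity ratio measured by imaging; 0% = IL-1B stimulated DMSO wells and 100% = unstimulated DMSO wells; values of inactives mirror those of a sister screen read the other way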
MRP resist rev: compounds reversing MRP-mediated drug resistance. differential viability (reversal), % at 10 µM. 85,000 tested, 0.04% active. AID 602. H69AR cells + 2 uM doxorubicin, CellTiter-Glo, 72 h;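 active = viability drop by adding the cancer drug above about 55%, with treated viability meeting a 40% cutoff, limit read from the data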;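 also: viability without doxorubicin minus viability with 2 µM doxorubicin for each compound; larger differential means the compound sensitizes cells more to doxorubicin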
PLAP inhibitors HTS: PLAP enzyme inhibitors, biochemical, luminescence, HTS (AID 690); purified PLAP, luminescent substrate; higher % means a stronger effect; one-dose inhibition, % at 20 µM; IC50 in µM for titrated hits; 96,000 tested, 0.08% active; in the data active = a potency from the dose series; inactive = the rest, 99 in 100 with inhibition below about 30%; also: strong numbers were not always called active
Bcl-B TR3 displacers: displacers of TR3 peptide from Bcl-B, primary screen, selectivity assay for Bfl-1 inhibitor project, biochemical, fluorescence polarization; displacement, % at 20 µM; hits with a dose series show IC50 in µM; 96,000 tested, 0.11% active; FP displacement of FITC-TR3 peptide from Bcl-B; higher % means a stronger effect;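 active = displacement above 50% at 20 µM plus a fluorescence interference ratio under 1.5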;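 also: plate controls were wells without compound for no effect and wells lacking Bcl-B protein for full effect; a part of the inactive calls stands beside numbers as strong as those of hits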
MRP resist rev cytotoxicity: further read-out of MRP resist rev, marked with its call; viability, %; H69AR cells, CellTiter-Glo, 72 h; measured here: cytotoxicity without doxorubicin
MRP resist rev with doxorubicin: recorded beside MRP resist rev, whose call it bears; viability, %; measured here: viability with 2 uM doxorubicin; hits give low values
IL1B NFkB inh cell count 2 µM: further read-out of IL1B NFkB inh, marked with its call; cell count; measured here: cells passing quality filter;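 raw number of nuclei counted in each imaged well without normalization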
NFkB transloc pot cell count 2 µM: recorded beside NFkB transloc pot, whose call it bears; cell count; measured here: cells passing quality filter
* hit, by the source's call; ? = inconclusive; · = not tested or not shown. Some of the compounds tested (hit frequency here may not be typical).

SMILES	NFkB transloc pot	NFkB transloc pot cell count 2 µM	IL1B NFkB inh	IL1B NFkB inh cell count 2 µM	MRP resist rev	MRP resist rev cytotoxicity	MRP resist rev with doxorubicin	PLAP inhibitors HTS	Bcl-B TR3 displacers
O=C(Nc1ccc2c(c1)OCCO2)c1cncc(Br)c1	19	143	-19	143	4	88	84	16%	-4%
COc1ccccc1N1CCN(C(=O)c2ccncc2)CC1	-3	182	4	182	12	92	80	-32%	-15%
CC(C)OC(=O)c1c(NC(=O)c2cnn3c2NC(c2ccccc2)CC3C(F)(F)F)sc2c1CCCC2 (configuration not stated)	8	139	-8	139	·	·	·	-29%	0%
Cn1c(=O)[nH]c(=O)c2c1nc(N1CCN(c3cccc(Cl)c3)CC1)n2CCCc1ccccc1	10	144	-10	144	·	·	·	20%	-4%
CC(=O)c1cccc(NC(=O)C2CC(=O)N(Cc3ccccc3)C2)c1 (configuration not stated)	-9	55	9	55	3	86	84	-1%	5%
O=C(Nc1cccc(-c2nc3ccccc3[nH]2)c1)c1ccco1	11	97	-11	97	-18	34	52	30%	8%
CCOC(=O)c1ccc(CC2S/C(=C(\C#N)C(C)=O)NC2=O)cc1 (configuration not stated)	6	80	-6	80	8	82	74	-33%	-1%
Clc1ccc2c(NNc3ccccc3Cl)ccnc2c1	·	·	·	·	·	·	·	17%	-35%
CCCn1nnnc1-c1cccc(Cl)c1	-1	177	1	177	·	·	·	10%	2%
CCn1c(SCc2ccc(C(=O)Nc3nccs3)cc2)nnc1-c1ccc(NC(C)=O)cc1	·	·	·	·	·	·	·	-9%	7%
CC(C)N1CC=C2C(C#N)=C(N)C(C#N)(C#N)[C@H](c3ccoc3)[C@H]2C1	-9	139	9	139	·	·	·	4%	120%
Cc1ccc(C(=O)Nn2cnnc2)cc1[N+](=O)[O-]	3	134	-3	134	·	·	·	·	·
CCOC(=O)c1cnn(-c2nc(-c3ccc(F)cc3)cs2)c1C(F)(F)F	-1	184	1	184	·	·	·	25%	-10%
Cc1cccc(NC(=S)NCc2cccn2C)c1	8	172	-8	172	8	99	90	16%	7%
Cn1c(C(=O)N2CCC(C(=O)N3CCOCC3)CC2)cc2sccc21	·	·	·	·	2	93	92	-15%	1%
Nc1cc(-c2ccc(Cl)cc2)nn1S(=O)(=O)c1ccccc1	28	169	-28	169	6	96	90	-4%	21%
CC1CCCN(C(=O)COC(=O)c2ccc[nH]c2=O)C1 (configuration not stated)	12	127	-12	127	3	93	90	23%	-2%
CCC1CCCCN1CCCNC(=O)c1cn(CC(C)C)c(=O)c2cc(OC)c(OC)cc12 (configuration not stated)	9	189	-8	189	17	96	79	-101%	2%
O=C1C(Cl)=C(NCCc2ccccc2)C(=O)N1CCc1ccccc1	10	168	-10	168	9	95	86	0%	-12%
CCC1(N(C(C)=O)c2ccc(OC)cc2)C(=O)c2ccccc2C1=O	-2	60	2	60	-10	110	120	-17%	2%
Cc1cc(C(=O)Nc2nc3c(s2)CCCC3)cs1	·	·	·	·	-6	69	75	-10%	9%
Cn1c(SCC(=O)NCCN2C(=O)CSC2=O)nc2ccccc2c1=O	-2	138	2	138	-4	96	100	-14%	-1%
Cc1ccc(CN(Cc2cc3cc4c(cc3[nH]c2=O)OCCO4)Cc2nnnn2Cc2ccco2)cc1	-13	134	13	134	-8	67	75	-64%	-66%
CCOC(=O)c1nc(-c2ccccc2)oc1N(C)C	·	·	·	·	-11	100	111	3%	-10%
CCOc1ccc(N2CC(C(=O)Nc3ccc(N4CCOCC4)cc3)CC2=O)cc1 (configuration not stated)	21	124	-21	124	-4	97	101	·	·
Cc1ccc(S(=O)(=O)N2CCN(C(=O)COc3ccc(NC(=O)c4ccco4)cc3)CC2)cc1	6	75	-6	75	-10	37	47	9%	3%
Cc1cc(OCCOCCN2CCCC2)ccc1C(C)C	16	151	-16	151	4	99	95	-15%	-5%
Cc1cc(C)nc(SCc2cccc(C(=O)O)c2)n1	-10	108	10	108	17	105	89	8%	-8%
CCn1cc(Br)c(C(=O)NCc2ccco2)n1	8	165	-8	165	22	91	69	2%	-5%
O=C(N1CCOCC1)C1(c2ccccc2)CCCCC1	27	142	-27	142	7	108	101	-26%	6%
COc1ccc(C(C)C)cc1S(=O)(=O)n1cnc(C)c1	17	189	-17	189	-41	27	68	-23%	0%
CC(=O)Nc1ccc(-c2cc3ccccc3o2)cc1	11	170	-11	170	12	96	84	0%	-1%
CCc1nnc(NC(=O)CN2CCN(c3ccc(Cl)cc3)CC2)s1	?	·	-45	133	-4	100	104	·	·
N#CCCSCc1ccc(OCC(=O)O)cc1	5	170	-4	170	-26	80	107	-27%	2%
O=C(Nc1ccc2oc(=O)ccc2c1)c1ccco1	-4	165	4	165	-10	82	91	11%	-2%
Cc1ccc(NN2C(=O)C=C(c3ccc(Cl)cc3)C2=O)cc1	27	159	-27	159	0	2	2	29%	2%
COCc1c(C(=O)OCC(=O)N2c3ccccc3NC(=O)C2(C)C)oc2ccccc12	-6	164	6	164	4	107	104	14%	-2%
Cn1c(=O)c2c(nc(N3CCCCCC3)n2CCSc2nc3ccccc3o2)n(C)c1=O	-17	152	16	152	37	63	26	-65%	-11%
O=C1NC2(CCCCC2)N=C1c1ccc(Br)cc1	-10	149	10	149	-2	91	93	15%	-11%
COc1ccc(C2=Nc3cccc4cccc(c34)N2)cc1	14	97	-14	97	·	·	·	3%	-9%

Profiles as entered above. Order of values: NFkB transloc pot, NFkB transloc pot cell count 2 µM, IL1B NFkB inh, IL1B NFkB inh cell count 2 µM, MRP resist rev, MRP resist rev cytotoxicity, MRP resist rev with doxorubicin, PLAP inhibitors HTS, Bcl-B TR3 displacers
Shown for `Cc1cc(C)nc(SCc2cccc(C(=O)O)c2)n1` = -10, 108, 10, 108, 17, 105, 89, 8%, -8%
Shown for `CCOC(=O)c1nc(-c2ccccc2)oc1N(C)C` = ·, ·, ·, ·, -11, 100, 111, 3%, -10%
Shown for `Cc1cc(C(=O)Nc2nc3c(s2)CCCC3)cs1` = ·, ·, ·, ·, -6, 69, 75, -10%, 9%

Back to the main list, repeating the 2 entries before the break.
SMILES	NFkB transloc pot	NFkB transloc pot cell count 2 µM	IL1B NFkB inh	IL1B NFkB inh cell count 2 µM	MRP resist rev	MRP resist rev cytotoxicity	MRP resist rev with doxorubicin	PLAP inhibitors HTS	Bcl-B TR3 displacers
O=C1NC2(CCCCC2)N=C1c1ccc(Br)cc1	-10	149	10	149	-2	91	93	15%	-11%
COc1ccc(C2=Nc3cccc4cccc(c34)N2)cc1	14	97	-14	97	·	·	·	3%	-9%
Cc1cc(C)nc(NCCCc2ccccc2)n1	15	145	-15	145	5	92	87	·	·
Cc1ccc(S(=O)(=O)CC#CCOC(=O)c2ccc([N+](=O)[O-])cc2)cc1	29	62	-29	62	-2	2	3	2%	-1%
O=C(CN1C(=O)CCS(=O)(=O)c2ccccc21)Nc1cccc(Cl)c1	30	139	-30	139	11	100	89	·	·
Cc1cc(C(=O)COC(=O)c2n[nH]c3ccccc23)c(C)n1CC1CCCO1 (configuration not stated)	4	155	-4	155	6	81	76	-60%	-3%
CCN(C(=O)CSc1nncs1)c1c(N)n(Cc2ccccc2)c(=O)[nH]c1=O	-12	214	12	214	4	98	94	-10%	15%
CCN(CCCNC(=O)C1CCC(=O)N1C1CCCC1)c1cccc(C)c1 (configuration not stated)	-7	102	7	102	6	82	76	-27%	0%
COc1ccccc1Nc1ncccc1C(=O)O	20	110	-20	110	-1	94	95	·	16%
Cc1cc(C)c2c(-n3cccc3)c(C(=O)NNS(=O)(=O)c3ccccc3)sc2n1	8	146	-8	146	·	·	·	-26%	-1%
CCOC(=O)C1C(=O)CC(C)(O)C(C(=O)OCC)C1/C=C/c1ccccc1 (configuration not stated)	3	135	-3	135	20	72	53	-6%	1%
CCc1ccc(N/C(SCc2cccc(F)c2)=C(/C#N)C(=O)NCc2ccco2)cc1	-4	121	4	121	25	78	53	8%	-9%
CCOc1ccc(CNC(=O)C2CCCN(S(C)(=O)=O)C2)cc1OC (configuration not stated)	8	180	-8	180	-1	93	94	9%	1%
COc1cccc(/C=N/n2c(-c3cccs3)n[nH]c2=S)c1	11	177	-11	177	·	·	·	0%	-6%
C=CCn1cc(C(=O)NCc2ccco2)c(=O)c2cc(S(=O)(=O)N3CCCCCC3)ccc21	4	116	-4	116	-14	60	74	-54%	-16%
Cn1c(N)c(C(=O)CCl)c(=O)n(C)c1=O	-6	135	6	135	-15	3	18	-18%	2%
CCOC(=O)N1CCN(C(=O)CN(Cc2ccc(Cl)cc2)S(=O)(=O)c2ccc(C)cc2)CC1	4	180	-4	180	-36	47	83	-45%	11%
O=C(COc1ccc(F)cc1)Nc1nccs1	4	214	-4	214	-2	83	86	·	·
CCOC(=O)c1nc(C)n(-c2ccc(Cl)cc2Cl)n1	0	91	0	91	·	·	·	-14%	-4%
O=C(Nc1ccccc1N1CCOCC1)c1ccc2c(c1)C(=O)N(Cc1ccncc1)C2=O	-4	171	4	171	1	96	95	-18%	23%
O=C(/C=C/Nc1cccc([N+](=O)[O-])c1)c1cccs1	-7	101	7	101	0	77	77	11%	-7%
COc1cc(NC(=O)c2cc(C(C)C)on2)cc(OC)c1OC	1	47	-1	47	-13	76	89	-48%	8%
C=CCSc1nnc(Cc2cc(=O)[nH]c(=O)[nH]2)n1-c1cc(C)ccc1C	-9	121	9	121	-1	90	91	-18%	-1%
N/C(=N\OC(=O)Cc1cccc2ccccc12)c1ccccn1	31	178	-30	178	3	88	85	-21%	-8%
CC(C)N(C(=O)COC(=O)c1ccccc1C(=O)N1CCN(c2ccc(F)cc2)CC1)C(C)C	-7	180	7	180	-6	100	106	-55%	13%
c1ccc([C@H]2CC3C[C@@H](c4ccccc4)N2O3)cc1	17	126	-17	126	-21	76	97	-9%	4%
CCOc1cc(C)nc(N2CCC(C(=O)Nc3ccccc3OCC)CC2)n1	17	144	-17	144	-21	50	71	5%	-1%
CCc1nc(N2CCN(c3nc(C)cc(C)n3)CC2)c2oc3ccccc3c2n1	·	·	·	·	-4	81	85	-28%	-10%
C=CCN(CC=C)Cc1ccc(C(=O)OC)o1	?	·	-53	59	4	90	86	-15%	-8%
CC(C)(C)CC(=O)Nc1nnc(-c2cccs2)s1	-5	89	5	89	-7	90	97	15%	-4%
CCOC(=O)C1CCN(C(=O)c2n[nH]c(=O)c3ccccc23)CC1	26	107	-26	107	11	105	93	14%	-7%
N#CC1=C(N)OC2=C(C(=O)CCC2)C1CCc1ccccc1 (configuration not stated)	-5	62	5	62	5	89	85	6%	0%
CC(C)CCNC(=O)C(c1cccnc1)N(Cc1ccccc1)C(=O)Cn1nnc2ccccc21 (configuration not stated)	-8	118	8	118	5	78	73	·	·
O=C(Oc1cccnc1)c1ccco1	11	204	-11	204	-10	101	112	10%	-10%
Cc1ccc(N(CC(=O)NCc2ccc3c(c2)OCO3)S(=O)(=O)c2c(C)noc2C)cc1	10	125	-10	125	1	78	78	10%	-16%
CCC(=O)NCCc1nc2ccccc2n1Cc1ccccc1	-10	78	10	78	0	94	95	·	·
CCOc1cc2oc(=O)c3c(c2cc1Cl)CCC3	9	178	-9	178	0	87	88	20%	-4%
Cc1cc(NC(=O)C2CCN(S(=O)(=O)Cc3ccccc3)CC2)ccc1-n1cnnn1	2	157	-2	157	11	95	83	·	·
O=S(=O)(NCCc1csc(-c2cccnc2)n1)c1ccc2c(c1)OCCO2	16	175	-16	175	3	106	103	3%	-2%
O=C(Nc1ccc(Cl)c(Cl)c1)N1CC=CCC1	·	·	·	·	9	92	83	8%	3%
Cc1cc(C)cc(NC(=O)C2CCCN(c3nccc(C)n3)C2)c1 (configuration not stated)	14	133	-14	133	0	81	82	2%	-2%
Cc1ccccc1N1CCN(C(=O)c2ccccc2NC(=O)/C=C\C(=O)O)CC1	0	125	0	125	·	·	·	-12%	0%
